# Assay outcomes (PubChem BioAssay)
# IP6K1 inhibitor = blocks human inositol hexakisphosphate kinase 1. IP6K1 kinase, ADP-Glo luminescence, 2 h; stronger effect = lower value. activity change, % (series mostly up to about 58 µM). 140,000 compounds, 0.81% hits. AID 1645851; in the data active = activity change below about -25%
# Target sequence (Q92551 whole entry, looked up): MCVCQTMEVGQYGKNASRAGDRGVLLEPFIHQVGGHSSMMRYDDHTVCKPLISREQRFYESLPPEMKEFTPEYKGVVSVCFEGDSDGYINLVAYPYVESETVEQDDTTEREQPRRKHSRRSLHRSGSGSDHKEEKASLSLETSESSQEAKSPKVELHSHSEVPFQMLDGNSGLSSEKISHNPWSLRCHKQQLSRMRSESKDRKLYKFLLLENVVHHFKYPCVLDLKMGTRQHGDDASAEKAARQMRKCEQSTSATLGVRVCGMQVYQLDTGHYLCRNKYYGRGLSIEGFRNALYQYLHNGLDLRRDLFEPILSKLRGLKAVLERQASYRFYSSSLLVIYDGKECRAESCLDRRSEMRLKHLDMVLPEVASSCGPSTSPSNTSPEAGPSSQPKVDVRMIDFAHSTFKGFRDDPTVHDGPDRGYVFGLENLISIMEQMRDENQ
#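 ADP-Glo luminescence measures ADP made by human IP6K1 during a 2 h RT reaction with ATP/IP6 (mix at 1.3 mM/130 uM); top library doses 57.5 and 19.1 uM final.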
# SNCA viab count = counter-screen for SNCA expression inhibitors: cell viability | HEK-293-SNCA-luc viability, GF-AFC fluorescence, 24 h | Potency, µM (doses to about 57.1 µM), without a hit: at the highest dose activity change, negative = cytotoxicity, hits mostly cytotoxic | 150,000 compounds, 0.12% hits;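 also: potency is read from the fitted curve at half-maximal effect; 0% = DMSO-treated cells and -100% = medium-only wells without cells; nearly all actives have a fitted effect of over 30% in size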
#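 Cytotoxicity counterscreen: after 24 h compound treatment of genome-edited SNCA-luciferase HEK-293 cells, live-cell protease substrate GF-AFC read by fluorescence after 30 min; activity scaled between DMSO (0%) and medium-only (-100%), curves Hill-fitted.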
# GPT2 inhibitor = blocks human glutamate pyruvate transaminase 2 | Recombinant GPT2, coupled pyruvate oxidase/HRP Amplex Red fluorescence | Potency, µM (top dose mostly 57.7 µM), for the others: at the top dose activity change, negative = inhibition, actives largely listed as inhibitors | 100,000 compounds, 0.25% hits; also: potency is read from the fitted curve at half-maximal effect; nearly all actives have a fitted effect of over 60% in size; many of its hits are not listed in these tables
# Target sequence (Q8TD30 whole entry, looked up): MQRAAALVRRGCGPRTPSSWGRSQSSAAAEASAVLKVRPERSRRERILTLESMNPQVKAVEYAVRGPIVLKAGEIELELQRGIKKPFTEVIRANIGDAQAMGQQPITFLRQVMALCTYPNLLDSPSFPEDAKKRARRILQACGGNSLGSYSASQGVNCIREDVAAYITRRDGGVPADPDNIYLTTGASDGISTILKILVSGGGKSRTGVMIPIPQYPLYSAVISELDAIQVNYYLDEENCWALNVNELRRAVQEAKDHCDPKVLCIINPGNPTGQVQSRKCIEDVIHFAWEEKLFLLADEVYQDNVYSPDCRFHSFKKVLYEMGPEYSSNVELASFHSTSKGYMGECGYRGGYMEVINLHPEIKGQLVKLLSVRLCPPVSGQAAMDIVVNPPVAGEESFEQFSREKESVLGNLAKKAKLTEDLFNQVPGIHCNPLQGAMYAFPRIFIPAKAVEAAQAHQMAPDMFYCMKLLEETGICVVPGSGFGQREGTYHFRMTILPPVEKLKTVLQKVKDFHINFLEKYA
#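 Recombinant GPT2 (10ng/uL) with 250uM a-KG and 2mM L-alanine, 30 min at room temperature, in HEPES pH 7.5 buffer. Pyruvate detected by pyruvate oxidase/HRP/Amplex Red fluorescence after 30 min in the dark; AOA (50uM) as positive control.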
# SNCA expr inh = SNCA gene expression inhibition; HEK-293 SNCA-luciferase knock-in, luminescence, 24 h; Potency, µM (series often up to 57.2 µM), without a hit: at the top dose activity change, negative = inhibition, hits mostly inhibitors; 140,000 compounds, 0.17% hits;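 also: potency is read from the fitted curve at half-maximal effect; plate controls were DMSO cells for no effect and cell-free wells for full effect; nearly all actives have a fitted effect of over 45% in size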
# FLuc inh = inhibitors of firefly (Photinus pyralis) luciferase; P08659; purified P. pyralis luciferase, luminescence, biochemical; Potency, µM (highest dose often 115 µM), for inactives: at the highest dose activity change, negative = inhibition, hits mostly inhibitors; 76,000 compounds, 2.5% hits; AID 1347043; also: potency is read from the fitted curve at half-maximal effect; nearly all actives have a fitted effect of over 65% in size
#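 Luminescence read by CCD imager after adding enzyme (10nM final) to wells holding compound, titrated in qHTS. Substrates 10uM each D-luciferin and ATP; buffer 50mM Tris acetate pH 7.5, 10mM Mg acetate, Tween-20, BSA.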
# NIH3T3 tox = kills NIH 3T3 cells | Potency, µM (highest dose often 96.7 µM), for inactives: at the top dose activity change, negative = cytotoxicity, usual class: inhibitors | NIH 3T3 viability, CellTiter-Glo ATP luminescence, 48-72 h | 94,000 compounds, 4.3% hits; also: potency is read from the fitted curve at half-maximal effect; nearly all actives have a fitted effect of over 55% in size
#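 First NIH 3T3 cells are plated at 400 cells/well; next compound is pinned in; then plates incubate 48 or 72 hr at 37 °C; finally CellTiter-Glo is added and luminescence read after 10 min.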
# HEK cytotox = HEK 293 cell cytotoxicity. HEK 293 viability, ATP luminescence (CellTiter-Glo), 48-72 h. AID 1345083. 94,000 compounds, 6.6% hits. Potency, µM (titrated, usually from 115 µM), for inactives: top-dose activity change, negative = cytotoxicity, hits mostly inhibitors; also: potency is read from the fitted curve at half-maximal effect; nearly all actives have a fitted effect of over 60% in size
#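 Cytotoxicity was scored by loss of ATP-coupled luminescence (CellTiter-Glo) in HEK 293 cells. Compound treatment ran 48 or 72 hr at 37 degree Celsius, 5% CO2, 95% humidity.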
# Starred values were filed as active, the others as inactive; i = inactive; ? = inconclusive; nt = not tested or not shown; [ ] = dose if it differs, or a comment. Unless noted, calls follow the shape of the dose curve; as a rule, active = well fitted curve in the direction sought with a large enough effect; inconclusive = small, poorly fitted or top-dose-only effect, or another doubt; inactive = no such curve, though single readings can be large; an effect the other way counts as inactive or inconclusive. Unless noted, % is scaled to controls: 0 for no effect and ±100 for the full control effect. A portion of the library; rates above refer to the full screens.
canonical_smiles,IP6K1 inhibitor,SNCA viab count,GPT2 inhibitor,SNCA expr inh,FLuc inh,NIH3T3 tox,HEK cytotox
OC[C@@H]1O[C@H](CNCc2ccc(F)cc2)[C@H](N2CCOCC2)[C@@H]1O,3,6%[87.6 µM],?,5%[87.6 µM],2%[172 µM],-6%[138 µM],-17%[172 µM]
CCc1noc(-c2cccn3c(CNC(=O)Cc4ccccc4C)nnc23)n1,34,-3%,i,-16%,5%,-7%,-8%
O=C(NCc1ccc(Cl)cc1)c1cccn2cncc12,-2,?,i,-7%[87.6 µM],-12%[172 µM],?,?
O=C(CCc1conc1-c1ccc(F)cc1)NCC1CCCO1 (stereo not given),3,-20%,-19%,-8%,-4%,i,-1%
CCN(CC)C(=O)c1sc2c(c1C)c(=O)n(Cc1ccccc1)c(=O)n2CC(=O)Nc1ccc(OC)cc1,28,-6%,nt,-6%,nt,nt,nt
O=C(COc1ccc(F)cc1)Nc1nnc(SCc2cc(=O)n3ccccc3n2)s1,5,-11%,nt,-21%,nt,nt,nt
CCn1c(C2CCCN(C(=O)Nc3ccccc3F)C2)nn(C)c1=O (stereo not given),12,1%,i,11%,nt,-18%,-8%
Cc1cccc(NC(=O)C2CCN(S(=O)(=O)c3ccc4c(c3)CCCN4C(=O)C3CCC3)CC2)c1,0,-12%,nt,21%,nt,nt,nt
CN1CCN(C(=O)C2CCCN(S(=O)(=O)c3cn(C)cn3)CCC(=O)NCC2)CC1 (stereo not given),2,7%,i,0%,-7%,i,i
COc1cccc(C(c2sc3nc(-c4ccco4)nn3c2O)N2CCC3(CC2)OCCO3)c1 (stereo not given),9,-16%,nt,24%,nt,nt,nt
CC(NC(=O)CSc1n[nH]c(-c2ccccc2Cl)n1)c1nc2ccccc2n1C (stereo not given),2,-5%,nt,-7%,nt,nt,nt
O=C(C1CCCN1c1nccc(Nc2ccccc2F)n1)N1CCN(c2ncccn2)CC1 (stereo not given),8,4%[12.5 µM],i,?,nt,i,-13%
O=C(c1ccoc1)N1CCCC(c2nc(CCOCC3CCCC3)no2)C1 (stereo not given),-4,5%,i,11%,0%,-13%,?
CC(C)N1C(=O)OCC12CCN(C(=O)c1ccc(Oc3ccccc3)cc1)C2 (stereo not given),-4,3%[87.6 µM],4%[88.5 µM],?,1%[172 µM],-29%[138 µM],?
CCN1C(=O)CCC2(C(=O)Nc3ccc(C)c(F)c3)CCCC=C12 (stereo not given),1,6%,i,0%,-1%,-12%,-8%
CCN1CC(C(=O)NCC2(c3ccccc3F)CCCC2)CC1=O (stereo not given),0,-7%,2%[11.5 µM],-16%,12%,-19%,0%
O=C(c1ccccc1F)N1CCCC(c2nn(-c3ccc(Cl)cc3)c(=O)[nH]2)C1 (stereo not given),3,-5%,3%,?,0%,?,?
CC(=O)N1CCC(CC(=O)NCCc2ncc(C)n2C(C)C)CC1,17,7%,-8%,-17%,3%,-4%,2%
Cc1cccc(OCC(=O)NCc2nnc3ccc(-c4ccc(F)cc4)nn23)c1,-1,-7%,-15%,-10%,-16%,-26%,-5%
Cc1ccc(S(=O)(=O)NCC2CCC(C(=O)NCCCOC(C)C)CC2)cc1 (stereo not given),22,7%,nt,-13%,nt,nt,nt
COc1ccccc1-n1c(=O)c(C(=O)N2CCN([S+](=O)([O-])c3cccs3)CC2)nc2cccnc21,2,1%,1%,6%,nt,4%,0%
Cc1nc2ncccn2c1C(=O)N1CCC(c2[nH]ncc2-c2ccccc2)CC1,-3,-24%,i,-17%,1%,?,?
CCNC(=O)N1CCOc2ccc(CCC(=O)NCC3CC3)cc2C1,-8,-16%[12.5 µM],i,0%,6%,-14%,-19%
COCc1noc(-c2ccc(N(C)CC3CC(=O)N(C(C)(C)C)C3)nc2)n1 (stereo not given),29,-3%,-4%,-5%,2%,?,?
CCC(C)NC(=O)Cn1ncc2c([nH]c3ccc(C)cc32)c1=O (stereo not given),12,-11%,nt,-6%,nt,nt,nt
Cc1ccc(C(=O)N2CCC3(CC2)NCCc2c3[nH]c3ccccc23)cn1,8,-12%[12.5 µM],i,-26%,-11%,-20%,-14%
O=C(C1CCCN1C(=O)Cc1cccc(Cl)c1)N1CCC(N2Cc3ccccc3C2=O)CC1 (stereo not given),-4,-1%,-5%,-5%,nt,-13%,?
CC(C)CN(CC(C)C)S(=O)(=O)c1ccc(C(=O)Nc2sc3c(c2C(N)=O)CC(C)(C)NC3(C)C)cc1,1,-3%,nt,-27%,nt,nt,nt
Cn1c(Cn2ccnc2)nnc1C1CC(NC(=O)c2ccc(CO)o2)C1 (stereo not given),-4,-4%,i,3%,9%,0%,-1%
CCN(CC)Cc1cnc2c(C(=O)Nc3ccc(OC)cc3)cnn2c1,5,-6%,-6%,7%,-23%,-7%,?
O=C1CCN(C(=O)[C@@H]2CCCN2C(=O)c2ccoc2)CCCCCCN1,6,4%,i,12%,0%,-12%,i
Cc1nc(-c2ccccc2)sc1-c1ccc(SCC(=O)NCc2ccccc2Cl)nn1,12,5%,nt,28%,nt,nt,nt
COc1ccc(CNc2nc3c(-c4cccc(F)c4)nnn3c3ccccc23)cc1,-12,0%,nt,201%[activator],nt,nt,nt
Cc1ccc(Cl)cc1-n1nc(-c2c(C)nc3scc(CC(=O)N4CCOCC4)n3c2=O)cc1C,25,-8%,-20%,-13%,-2%,-12%,-6%
CNC(=O)c1cc(C2CC2)nc2onc(C3CCCN3[S+](C)(=O)[O-])c12 (stereo not given),-3,nt,nt,nt,nt,i,-5%
COc1ccc(CN2CCCCC23Cc2ccccc2CN(C(=O)CCC(=O)O)C3)cc1 (stereo not given),-2,-1%,i,29%,nt,i,i
O=C([C@@H]1C[C@H](Oc2ccccc2)CN1C(=O)NC1CCCCC1)N1CCOCC1,-3,-20%,-18%,8%,-10%,-11%,-1%
COc1ccc(Cl)cc1C(=O)Nc1ccc2oc(-c3ccc(C(C)(C)C)cc3)nc2c1,29,-8%,nt,-65%,nt,nt,nt
CC(C)CNC(=O)c1ccc(-c2nnc3ccc(NC(=O)C4CC4)cn23)cc1,-12,-2%,i,?,-2%,-25%,?
CN(C)CCNC(=O)c1ccc2c(c1)C1(CCN(CC3CC3)C1)CN2Cc1ccccc1 (stereo not given),-4,-23%[87.6 µM],-10%[88.5 µM],?,-1%[172 µM],32µM*,45µM*
CCC(C)c1ccc(OCC(=O)Nc2ccc(-c3nc4ncccc4o3)cc2)cc1 (stereo not given),8,0%,nt,62%[activator],nt,nt,nt
Cn1cnnc1CC1CCN(C(=O)Cc2ccccc2)CC1,4,1%,-2%,-29%,5%,-2%,i
COc1ccccc1N1CCN(C(=O)c2cnn(-c3ccc(C)c(C)c3)c2C2CCN(C(=O)OC(C)(C)C)CC2)CC1,23,?,nt,?,nt,nt,nt
COc1ccc(OC)c(CNc2sc3c(c2C(=O)Nc2cc(OC)ccc2OC)CCCC3)c1,-13,-19%,nt,-9%,nt,nt,nt
COC(=O)[C@H]1CCCN1C(=O)[C@@H]1[C@@H](NC(=O)Nc2ccc(F)cc2F)CCN1C(=O)c1cccn1C,21,1%,1%,6%,-1%,-12%,-20%
Cc1ccc(Cl)c(NC(=O)Nc2csc3c2CCCC3)c1,12,-5%,nt,19%,nt,nt,nt
Cc1cc(F)ccc1C(=O)N1C[C@@H](CN2CCCCC2)[C@@H](CO)C1,13,7%,?,9%,4%,0%,-2%
O=C([C@H]1C[C@H](Oc2ccccc2)CN1C(=O)NC1CCCCC1)N1CCOCC1,14,2%,-13%,-14%,-3%,-18%,2%
O=C(Cc1ccsc1)N1CCC(OCC2CC2)C1 (stereo not given),-5,6%,i,9%,nt,0%,i
COc1ccccc1-c1cn2c(n1)CO[C@@H](CNC(=O)Nc1ccc(F)cc1)C2,-13,-1%[87.6 µM],-5%[88.5 µM],-12%[87.6 µM],2%[172 µM],-11%[138 µM],-11%[172 µM]

# Single records, from the list above:
# `Cc1nc(-c2ccccc2)sc1-c1ccc(SCC(=O)NCc2ccccc2Cl)nn1` reads IP6K1 inhibitor: 12; SNCA viab count: 5%; GPT2 inhibitor: nt; SNCA expr inh: 28%; FLuc inh: nt; NIH3T3 tox: nt; HEK cytotox: nt
# `Cc1ccc(Cl)cc1-n1nc(-c2c(C)nc3scc(CC(=O)N4CCOCC4)n3c2=O)cc1C` reads IP6K1 inhibitor: 25; SNCA viab count: -8%; GPT2 inhibitor: -20%; SNCA expr inh: -13%; FLuc inh: -2%; NIH3T3 tox: -12%; HEK cytotox: -6%

# The list goes on:
canonical_smiles,IP6K1 inhibitor,SNCA viab count,GPT2 inhibitor,SNCA expr inh,FLuc inh,NIH3T3 tox,HEK cytotox
Cc1ccccc1CN1C[C@H](O)C[C@H]1c1nc(-c2ccncc2)no1,2,-3%[87.6 µM],-2%[88.5 µM],2%[87.6 µM],1%[172 µM],?,?
O=C(O)c1cc(Br)cc(S(=O)(=O)NCC2CCCO2)c1 (stereo not given),3,4%,i,?,8%,3%,1%
COc1ccc(OC)c(NC(=O)CN2C(=O)C(c3ccccc3)=NC23CCCC3)c1,12,-14%[12.5 µM],i,-3%,2%,-19%,?
O=C(C1CCOCC1)N1CCCC1c1nc(C2CCOCC2)no1 (stereo not given),11,-1%,-19%,13%,7%,i,-16%
Cc1noc(NS(=O)(=O)c2ccc(N)cc2)c1C,-2,-11%,4%,-5%,nt,nt,nt
O=S(=O)(c1ccc(C(F)(F)F)cc1)N1CCCC1c1nncn1Cc1ccncc1 (stereo not given),-15,-3%,i,12%,8%,i,11%
Cc1nc(N(C)C)ncc1C(=O)N1CCN(c2ccccc2C#N)CC1,5,-4%,-25%,16%,2%,-28%,-23%
CCOCCNC(=O)c1cc(-c2cccc(OC)c2)nc2c1cnn2C,-14,nt,nt,nt,nt,?,?
N[C@H](C(=O)N1CCC2(CC1)C(=O)NCN2C(=O)c1ccc(Cl)cc1)c1ccccc1,14,-16%,-15%,3%,nt,-28%,-26%
O=C(Nc1ccc(F)c(F)c1)C1CCN(C(=O)c2ncn3c2COC(c2ccccc2)C3)CC1 (stereo not given),-9,11%,2%,55%[activator],1µM*,-2%,-3%
Cn1ccnc1C(=O)N1CCCC1c1nc(CCOCC2CCCC2)no1 (stereo not given),6,5%,-5%,15%,6%,-11%,-14%
